# Abeta rescue: A-beta toxicity reversal in yeast; yeast expressing A-beta42, growth rescue, OD600, 48 h; response scale: 0% DMSO, 100% iron-clioquinol control; Potency, µM (highest dose often 46.1 µM), for the others: top-dose growth rescue, hits mostly activators; actives 0.063% (n = 410,000); AID 1347071; note: potency is the fitted concentration of half-maximal effect; nearly all actives have a fitted effect of over 55% in size
#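 Growth rescue measured by 600 nm absorbance after 48 h yeast culture at 30 C with compound. Values normalized between DMSO and an equimolar ferric chloride plus clioquinol control.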
# EPAC1 agonist: EPAC1 (human) agonism; AID 720707; Potency, µM (series often up to 154 µM), for inactives: top-dose activation, most hits filed as activators; actives 0.073% (n = 360,000); O95398; EPAC1 agonist qHTS, biochemical assay; response scale: 100% = response to 6.5 mM cAMP; note: potency is the fitted concentration of half-maximal effect; nearly all actives have a fitted effect of over 60% in size
# Target sequence (O95398 whole entry, looked up): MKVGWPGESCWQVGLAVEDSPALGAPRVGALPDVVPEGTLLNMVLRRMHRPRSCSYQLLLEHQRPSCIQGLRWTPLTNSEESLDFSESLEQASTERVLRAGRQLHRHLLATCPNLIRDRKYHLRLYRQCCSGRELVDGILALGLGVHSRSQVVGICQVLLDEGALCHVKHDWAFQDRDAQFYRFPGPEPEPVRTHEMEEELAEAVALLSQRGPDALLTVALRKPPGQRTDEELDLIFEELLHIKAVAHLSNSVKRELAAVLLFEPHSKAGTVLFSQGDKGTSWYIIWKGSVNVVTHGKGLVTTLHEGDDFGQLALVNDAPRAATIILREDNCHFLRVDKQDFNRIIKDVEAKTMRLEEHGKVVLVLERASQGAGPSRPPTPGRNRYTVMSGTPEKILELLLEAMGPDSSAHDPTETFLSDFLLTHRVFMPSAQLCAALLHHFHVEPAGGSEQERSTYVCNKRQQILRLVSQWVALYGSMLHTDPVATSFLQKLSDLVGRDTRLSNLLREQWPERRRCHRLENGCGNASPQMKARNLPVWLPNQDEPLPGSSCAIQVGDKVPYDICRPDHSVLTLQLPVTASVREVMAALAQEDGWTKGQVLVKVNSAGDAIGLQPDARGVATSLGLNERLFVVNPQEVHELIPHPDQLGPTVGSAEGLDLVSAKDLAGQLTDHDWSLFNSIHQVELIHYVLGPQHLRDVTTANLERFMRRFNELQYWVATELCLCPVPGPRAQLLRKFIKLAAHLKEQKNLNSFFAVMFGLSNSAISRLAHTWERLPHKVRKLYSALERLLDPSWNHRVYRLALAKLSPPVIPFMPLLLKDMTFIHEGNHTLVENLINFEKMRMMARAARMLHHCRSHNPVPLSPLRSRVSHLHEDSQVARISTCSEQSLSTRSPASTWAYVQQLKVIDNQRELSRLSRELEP
#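 Normalized to 6.5 mM cAMP, activity reflects EPAC1-catalysed release of BODIPY-GDP from Rap1B, followed kinetically over 30 min at 480 nm excitation, 540 nm emission. Reaction contained 100 nM EPAC1, 250 nM Rap1B-BODIPY-GDP, 50 uM GDP.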
# FUS yeast rescue: suppressors of FUS proteinopathy in yeast | actives 0.24% (n = 390,000) | Potency, µM (doses to about 76.6 µM), without a hit: at the highest dose growth rescue (activation), usual class: activators | S. cerevisiae FUS-expressing, growth rescue, OD600, 24 h | AID 1347120;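 note: potency is the fitted concentration of half-maximal effect; plate controls were DMSO vehicle for no effect and reference control for full effect; nearly all actives have a fitted effect of over 55% in size; some results filed as inactive show a strong effect at the top dose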
#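 Compound concentration series was pinned onto galactose-induced FUS-expressing yeast seeded at OD 0.005. Plates sat 24hr at 30C; absorbance at 600 nm gave growth. DMSO served as background control.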
# IL-2 act: activators of IL-2; activation, % (series mostly up to about 46 µM); AID 652025; IL-2 activation reporter assay, cell-based qHTS; stimulated with anti-CD3/CD4/CD28 beads; in transgenic mouse T cells; actives 0.065% (n = 360,000); in the data active = activation above about 50%; inconclusive = mostly about 30% to 49%; note: 0% is about no effect
#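 Quantitative HTS in unstimulated transgenic mouse T cells, with memory T cells as non-tolerant control and PMA/ionomycin as tolerance-bypass control. Compound pretreatment lasted 60 minutes before 18 h bead stimulation; EGFP/DsRed fluorescence read.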
# aSyn rescue: inhibitors of alpha-synuclein toxicity in yeast; actives 0.14% (n = 370,000); Yeast expressing alpha-synuclein, growth rescue, BacTiter-Glo, 24 h; Potency, µM (top dose mostly 46.1 µM), for inactives: at the highest dose growth rescue (activation), most hits filed as activators; AID 652106; note: potency is the fitted concentration of half-maximal effect; % of control where 0% means no effect; nearly all actives have a fitted effect of over 65% in size
#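 Rescue of yeast growth: cells expressing toxic alpha-synuclein, induced in galactose at OD600 0.02, incubated with compound 24 h at 30 C. ATP luminescence quantified growth; inhibitors of toxicity appear as activators.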
# EPAC1 antagonist: blocks human EPAC1 exchange factor | O95398 | EPAC1 GEF assay, Rap1b-BODIPY-GDP exchange fluorescence | Potency, µM (highest dose often 115 µM), without a hit: at the highest dose activity change, negative = inhibition, most hits filed as inhibitors | actives 0.14% (n = 360,000) | AID 720709;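 note: potency is the fitted concentration of half-maximal effect; plate controls were vehicle for no effect and positive control for full effect; nearly all actives have a fitted effect of over 50% in size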
# PLK1 PBD inh: PLK1 (human) polo-box domain binding inhibition; Plk1 PBD binding of FITC phosphopeptide, fluorescence polarization; P53350; Potency, µM, for the others: max response, negative = inhibition, most hits filed as inhibitors; actives 2.8% (n = 360,000); AID 720504; note: potency is the fitted concentration of half-maximal effect; series mostly up to about 57 µM; % is set by controls: 0 for no effect and ±100 for the full control effect; nearly all actives have a fitted effect of over 65% in size
# WRN helicase inh: WRN helicase (human) inhibition; Q14191; WRN helicase unwinding, fluorescent forked duplex, kinetic; Potency, µM (series often up to 114 µM), inactives show at the top dose activity change, negative = inhibition, actives largely listed as inhibitors; actives 0.46% (n = 360,000); note: potency is the fitted concentration of half-maximal effect; % is set by controls: 0 for no effect and ±100 for the full control effect; nearly all actives have a fitted effect of over 55% in size
#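 Kinetic fluorescence helicase assay: unwinding of a quenched forked DNA duplex (100 nM final) with 2 mM ATP final raises red fluorescence (525/598 nm). Compounds sat 15 min at room temperature with 20 nM WRN beforehand.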
# PI5P4K alpha inh: inhibitors of human PI5P4K alpha; P48426; PI5P4Kalpha enzyme, ADP-Glo luminescence, 60 min; active compounds read low; max response, %; actives 1.2% (n = 330,000); active = max response of -50% or lower; inconclusive = between -30% and -50%; inactive = -30% or higher; note: value at the top dose of about 77 µM; % is set by controls: 0 for no effect and ±100 for the full control effect
#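 ADP-Glo luminescence end-point after a 60 min room-temperature kinase reaction. PI5P4Kalpha and substrate in HEPES pH 7.4 buffer with EGTA, 0.1% CHAPS and 5% DMSO; ATP at 5 microM final.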
# * marks the source's active call; other numbers are inactive results; u = inconclusive; x = not tested or not shown; [ ] = dose if it differs, or a comment. Unless noted, calls come from the whole dose curve; as a rule, active = well fitted curve in the direction sought with a large enough effect; inconclusive = small, poorly fitted or top-dose-only effect, or another doubt; inactive = no such curve, though single readings can be large; an effect the other way counts as inactive or inconclusive.
SMILES,Abeta rescue,EPAC1 agonist,FUS yeast rescue,IL-2 act,aSyn rescue,EPAC1 antagonist,PLK1 PBD inh,WRN helicase inh,PI5P4K alpha inh
COC(=O)c1ccc(COc2ccc(C3C4=C(CCCC4=O)Nc4onc(C)c43)cc2)cc1 (stereo unspecified),-7%,13%,40%,0.5,8%,-25%,-17%,-12%,1
C/C(=N/OCO/N=C(\C)c1ccc(F)cc1F)c1ccc(F)cc1F,-4%,2%,x,-1.9,-2%,-2%,-8%,4%,6
CC1(C)NC(=O)N(CC(O)COc2cccc(F)c2)C1=O (stereo unspecified),2%,6%,-25%,-1.3,1%,3%,-6%,-4%,-3
Cc1ccc(NC(=O)c2cnn(C)c2)cc1[N+](=O)[O-],1%,2%,12%,-0.2,2%,-20%,-5%,-5%,-21
Cn1c(=O)c2c(nc(CN3CCOCC3)n2CC(O)CO)n(C)c1=O (stereo unspecified),13%,-1%,26%,-1.9,2%,1%,-4%,4%,x
CCCCCC(=O)NNC(=O)c1ccc(F)cc1,4%,1%,x,-0.2,1%,0%,-3%,-25%,15
CCOc1ccc(S(=O)(=O)N2CCN(C(=O)Cc3ccc(S(=O)(=O)N4CCOCC4)s3)CC2)cc1,-1%,9%,u,-2.8,0%,9%,-6%,-12%,1
O=C(COc1ccccc1)Nc1ccc(S(=O)(=O)N2CCOCC2)cc1,-5%,5%,-1%,0.5,1%,-15%,-8%,1%,-4
CN(C)CCCOC(=O)COc1ccc(Br)cc1,27%,8%,-8%,1.0,15%,-4%,-2%,2%,0
COc1cccc2c1O/C(=N\O)C(C(=O)Nc1cccc(Br)c1)C2 (stereo unspecified),8%,10%,27%,-0.3,-1%,1%,-16%,8%,1
CCOC(=O)/C(=C/c1c2ccccc2cc2ccccc12)NC(=O)c1ccccc1,15%,4%,u,1.4,3%,-4%,-1%,-8%,19
FC(F)(F)c1cc(Cl)c2nc(-c3ccco3)c(Cc3ccccc3C(F)(F)F)n2c1,-7%,-18%,14%,-1.3,-1%,-16%,-27%,-4%,-28
CCCCCCCCSc1n[nH]c(N)n1,-24%,-10%,-13%,-0.3,-27%,u,-17%,-19%,11
Cc1nn2c(C(F)(F)F)cc(-c3ccc(Cl)cc3)nc2c1C(=O)N1CCOCC1,6%,5%,-10%,-0.4,9%,-10%,-5%,-19%,4
CCOc1ccccc1NC(=O)C(OC(=O)c1cc(C)oc1C)c1ccccc1 (stereo unspecified),-4%,-7%,27%,-5.9,-2%,6%,0%,-17%,-2
NC(=O)COc1ccc(S(=O)(=O)N2CCCC2)cc1,4%,-9%,-19%,-2.3,-3%,1%,1%,24%,1
CC(C)=CCN1CCN(CCCn2cccn2)CC1CCO (stereo unspecified),11%,-5%,8%,-1.8,-1%,-11%,-17%,-7%,-8
COc1ccc(-c2[nH]ncc2CN2C[C@@H]3CCC[C@H]2C3)c(F)c1,-6%,14%,-3%,0.5,0%,-2%,-10%,-2%,-1
CCCc1nc2ccccc2c(=O)n1-c1c(C)n(C)n(-c2ccccc2)c1=O,6%,4%,20%,0.5,1%,0%,1%,-1%,-5
CC(C)c1nc(NCCO)c(C#N)c2c1CCCC2,-44%[inhibitor],2%,6%,-0.1,25%,-31%,-10%,-1%,1
COC(=O)c1cc(NC(=O)CC2SCCNC2=O)cc(C(=O)OC)c1 (stereo unspecified),-2%[9.22 µM],0%,-33%,25,5%,u,-7%,-18%,-25
CC(C)N1CCN(Cc2cnc(N3CCCC3)s2)CC1CCO (stereo unspecified),-7%,8%,3%,0.9,-11%,0%,-2%,3%,1
COc1ccc(C(=O)NCCNC(=O)c2cnccn2)cc1,-4%,14%,-5%,8.6,-2%,4%,-12%,6%,-1
CCSc1ccc([C@@H]2[C@@H]3C(=O)N(CC)C(=O)[C@@H]3[C@]3(C(=O)OC)CCCN23)cc1,12%,-10%,27%,-0.1,15%,2%,-9%,5%,-7
CN(C)c1nc(N)nc(CSc2nnnn2-c2cccc3ccccc23)n1,7%,8%,17%,-2.2,0%,-4%,-4%,-7%,x
Cc1cccc(C(=O)Nc2ccccc2C(=O)Nc2ccc(C(=O)O)cc2)c1,-4%,-15%,3%,1.4,-4%,-11%,3%,8%,5
Cn1ncc2c(Nc3cccc([N+](=O)[O-])c3)ncnc21,x,6%,-6%,-0.2,1%,-14%,-6%,-7%,-27
COc1cc(C=C2C(=O)OC(C)(C)OC2=O)ccc1OCC(=O)Nc1ccccc1,1%,-2%,-10%,-1.8,1%,2%,19µM*,2%,5
Cc1ccc(C)c(S(=O)(=O)Nc2ccccc2C(=O)Nc2cc(C)on2)c1,-15%,4%,43%,-1.3,-1%,-14%,-29%,-20%,x
COc1ccc(C(=O)NCC2(N3CCCCC3)CCCCC2)cc1S(=O)(=O)N(C)C,4%,-4%,-1%,-0.5,-1%,-15%,0%,10%,-1
COc1cccc(C(CNC(=O)c2ccc(Cl)c(S(=O)(=O)N3CCCC3)c2)N(C)C)c1 (stereo unspecified),10%,4%,16%,-0.6,3%,-12%,-4%,-3%,-5
N#CC1(C#N)COC23CCCCC2C1(C#N)C(=N)O3 (stereo unspecified),8%,1%,24%,-0.8,1%,0%,-23%,-12%,x
CCOc1ccc(-n2nc3ccc(NC(=O)c4ccc5c(c4)OCCO5)cc3n2)cc1,7%,9%,25%,0.1,-5%,0%,-12%,1%,x
COc1ccc(CNC(=O)CCCSc2ccccc2)cc1,7%,-7%,-10%,-1.5,11%,-12%,1%,6%,2
Cc1cccc(N2C(=O)C3C4C=CC(C5CC45)C3C2=O)n1 (stereo unspecified),-1%,-2%,21%,1.0,-2%,-27%,1%,-1%,-7
CC1Cc2nc(SCC(=O)N3CCc4ccccc43)n(C)c(=O)c2S1 (stereo unspecified),-16%,7%,x,-1.4,-16%,1%,-13%,-28%,6
COc1ccc(Cc2c(-c3cccc(Br)c3)nc3c(C)cc(Br)cn23)c(C)c1,2%,0%,-11%,0.6,13%,-15%,5%,1%,-7
CSc1ccc(NC(=O)C2(C)CCN2C(=O)C2(c3ccccc3)CC2)cc1 (stereo unspecified),-6%,-6%,22%,0.0,3%,-9%,-2%,-7%,10
O=C(COC(=O)[C@@H]1CC(O)CN1S(=O)(=O)c1ccc(Cl)cc1)NC(=O)NCc1ccccc1 (stereo partly specified),1%,-7%,15%,-2.8,-1%,-10%,4%,4%,-4
O=C(CCC1CC(=O)Nc2ccccc21)NCc1ccccc1 (stereo unspecified),5%,4%,22%,-0.9,-1%,1%,1%,-11%,x

# 4 compounds drawn at random from those above:
SMILES,Abeta rescue,EPAC1 agonist,FUS yeast rescue,IL-2 act,aSyn rescue,EPAC1 antagonist,PLK1 PBD inh,WRN helicase inh,PI5P4K alpha inh
COc1cc(C=C2C(=O)OC(C)(C)OC2=O)ccc1OCC(=O)Nc1ccccc1,1%,-2%,-10%,-1.8,1%,2%,19µM*,2%,5
CCOc1ccc(-n2nc3ccc(NC(=O)c4ccc5c(c4)OCCO5)cc3n2)cc1,7%,9%,25%,0.1,-5%,0%,-12%,1%,x
CC1Cc2nc(SCC(=O)N3CCc4ccccc43)n(C)c(=O)c2S1 (stereo unspecified),-16%,7%,x,-1.4,-16%,1%,-13%,-28%,6
O=C(COC(=O)[C@@H]1CC(O)CN1S(=O)(=O)c1ccc(Cl)cc1)NC(=O)NCc1ccccc1 (stereo partly specified),1%,-7%,15%,-2.8,-1%,-10%,4%,4%,-4

# Returning to the listing, starting two compounds before the break.
SMILES,Abeta rescue,EPAC1 agonist,FUS yeast rescue,IL-2 act,aSyn rescue,EPAC1 antagonist,PLK1 PBD inh,WRN helicase inh,PI5P4K alpha inh
O=C(COC(=O)[C@@H]1CC(O)CN1S(=O)(=O)c1ccc(Cl)cc1)NC(=O)NCc1ccccc1 (stereo partly specified),1%,-7%,15%,-2.8,-1%,-10%,4%,4%,-4
O=C(CCC1CC(=O)Nc2ccccc21)NCc1ccccc1 (stereo unspecified),5%,4%,22%,-0.9,-1%,1%,1%,-11%,x
CC(C)CN(C(=O)C(c1ccccc1)c1ccccc1)c1c(N)n(CC(C)C)c(=O)[nH]c1=O,-10%,-12%,10%,2.7,1%,-16%,16%,7%,-1
Cn1c(=O)c2c(nc(NCCCO)n2C/C=C/c2ccccc2)n(C)c1=O,21%,-25%,-7%,-2.3,3%,9%,-3%,-2%[57.1 µM],-5
CCN(CC)CCn1c2c(c(SCC(=O)Nc3ccc(C)c(F)c3)nc1=O)CCCC2,5%,2%,6%,-2.8,0%,6%,-7%,8%,10
Cc1ccc(S(=O)(=O)Nc2ccc(NC(=O)c3ccc(F)cc3)cc2)cc1,-15%,-6%,2%,-0.2,-1%,-6%,-11%,0%,0
O=C(Cn1c(C(=O)NCC2CCCO2)cc2sccc21)c1ccccc1 (stereo unspecified),30%,0%,21%,-2.3,8%,-7%,-5%,-3%,x
COCc1ccc(CN2CCC(Oc3ccc(C(=O)NCc4ccccn4)cc3)CC2)o1,3%,-3%,x,0.8,0%,-4%,1%,-8%,-2
O=C1CC(NS(=O)(=O)c2cccnc2)CN1c1cccc(F)c1 (stereo unspecified),4%,1%,-2%,5.7,3%,-8%,-1%,2%,1
COc1cccc(N2CCN(C(=O)c3ccc(CS(=O)Cc4ccc(Cl)cc4)o3)CC2)c1 (stereo unspecified),5%,-1%,24%,-2.7,7%,5%,-1%,4%,12
COc1ccc(OS(=O)(=O)c2c(C)noc2C)cc1,-2%,8%,11%,-0.2,0%,18%,-3%,2%,5
CCCCC(CC)C(=O)NCC(C)NC(=O)C(CC)CCCC (stereo unspecified),15%,-5%,x,0.0,0%,-2%,-7%,-21%,0
O=[N+]([O-])c1ccccc1S(=O)(=O)NCc1ccco1,-2%,2%,-2%,0.2,-1%,10%,-4%,-1%,7
CCOc1ccccc1NC(=O)N1C2CCCC1CC(NC(=O)C1CC1)C2 (stereo unspecified),4%,5%,22%,0.1,-1%,13%,-7%,4%,x
O=C(CSc1ccc(-c2cccnc2)nn1)N1CCCCC1,-5%,3%,-6%,0.3,-5%,-5%,-11%,-3%,-6

# From PubChem
